RTF Ca sens act – cardiac RTF calcium sensitivity activators, primary screen, biochemical, IANBD-TnC fluorescence, EC20 calcium. Troponin I, cardiac muscle (Homo sapiens) + Troponin T, cardiac muscle (Homo sapiens) + …. IANBD-labeled TnC RTF fluorescence at EC20 calcium; 0% EC20 calcium, 100% full calcium. activation, % at 7.2 µM. hit rate 0.24% among 340,000;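 active = activation above the mean over all tested compounds plus 3 SD, cut at about 30% in these data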;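 note: rise in fluorescence read as greater calcium sensitivity of cardiac thin filaments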
V-ATPase pHluor – regulators of yeast V-ATPase proton pumping, primary screen, pHLuorin cytosolic pH fluorescence; S. cerevisiae; response, % at 10 µM; hit rate 0.37% among 350,000; AID 504577, 2011; in the data active = response mostly above about 7.3%, no sharp cut-off; inactive = mostly below about 5.4%; note: actives read high; inactives centre near 0; some compounds called inactive have numbers as strong as hits; reference of the scale not given here
Rtt109 HAT inh – inhibitors of C. albicans Rtt109/Vps75 HAT, primary screen, biochemical, ThioGlo CoA-SH fluorescence, plate reader; Histone acetyltransferase RTT109 (Candida albicans (strain SC5314 / ATCC MYA-2876)), …; purified Rtt109/Vps75, 4 h; inhibition, % at 34.9 µM; hit rate 0.16% among 330,000;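 active = inhibition of at least 50% in every replicate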
Target sequence (Q5AAJ8 whole entry, looked up): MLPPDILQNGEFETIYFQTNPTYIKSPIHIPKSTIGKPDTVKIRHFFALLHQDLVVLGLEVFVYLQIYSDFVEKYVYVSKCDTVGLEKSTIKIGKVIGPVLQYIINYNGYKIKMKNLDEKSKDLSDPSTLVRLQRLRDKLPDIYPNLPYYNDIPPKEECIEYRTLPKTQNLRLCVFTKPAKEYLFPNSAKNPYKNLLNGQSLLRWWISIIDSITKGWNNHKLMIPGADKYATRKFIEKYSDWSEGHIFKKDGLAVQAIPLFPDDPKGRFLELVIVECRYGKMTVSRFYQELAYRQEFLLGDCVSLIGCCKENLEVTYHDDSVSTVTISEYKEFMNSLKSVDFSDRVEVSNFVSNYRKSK
CAL PDZ FP-1 – untagged CAL PDZ binding inhibitors, primary screen, biochemical, fluorescence polarization, HTS. hit rate 0.92% among 300,000. Golgi-associated PDZ and coiled-coil motif-containing protein (Homo sapiens), Q9HD26. AID 602252, 2012. inhibition, % at 24.9 µM. purified CAL PDZ, TMR-peptide fluorescence polarization, 1 h;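 active = mean inhibition of at least 30% with at least half of replicates also reaching 30%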;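 note: 0% = DMSO neutral control and 100% = excess unlabeled competitor peptide PRC23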
dFosB activator – activators of delta FosB homodimer, primary screen, biochemical, fluorescence polarization, TAMRA-CDK5 oligo, single point; hit rate 0.99% among 340,000; purified delta FosB; percent of positive-control signal above neutral wells; activation, % at 25 µM; Protein FosB (Mus musculus), P13346;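 active = mean activation above about 17%, with every replicate also reaching it, limit read from the data, passing the limit was not always enough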;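 note: fluorescence polarization rise as delta FosB binds a TAMRA Cdk5 AP-1 oligo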
CDK5 inh – inhibitors of human CDK5/p35 kinase, primary screen, biochemical, single concentration; Cyclin-dependent kinase 5 (Homo sapiens) + Cyclin-dependent kinase 5 activator 1 (Homo …; Recombinant CDK5/p35, ADP-Glo luminescence, 60 min; inhibition, % at 10 µM; hit rate 0.01% among 330,000;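 active = highest replicate inhibition of at least 50% and at least 75% of replicates reaching 50%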;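 note: plate controls were DMSO neutral control for no effect and GW8510 at 10 µM for full effect; many of its hits are not listed in these tables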
Target sequence (Q00535 whole entry, looked up): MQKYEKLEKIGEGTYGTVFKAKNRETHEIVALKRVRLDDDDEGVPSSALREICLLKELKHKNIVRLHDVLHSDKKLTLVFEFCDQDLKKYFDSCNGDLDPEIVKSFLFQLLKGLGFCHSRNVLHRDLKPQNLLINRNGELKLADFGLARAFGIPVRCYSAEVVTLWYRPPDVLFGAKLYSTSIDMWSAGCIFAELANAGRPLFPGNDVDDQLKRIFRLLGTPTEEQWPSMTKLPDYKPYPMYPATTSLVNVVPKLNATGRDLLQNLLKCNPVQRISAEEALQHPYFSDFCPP
Target sequence (Q15078 whole entry, looked up): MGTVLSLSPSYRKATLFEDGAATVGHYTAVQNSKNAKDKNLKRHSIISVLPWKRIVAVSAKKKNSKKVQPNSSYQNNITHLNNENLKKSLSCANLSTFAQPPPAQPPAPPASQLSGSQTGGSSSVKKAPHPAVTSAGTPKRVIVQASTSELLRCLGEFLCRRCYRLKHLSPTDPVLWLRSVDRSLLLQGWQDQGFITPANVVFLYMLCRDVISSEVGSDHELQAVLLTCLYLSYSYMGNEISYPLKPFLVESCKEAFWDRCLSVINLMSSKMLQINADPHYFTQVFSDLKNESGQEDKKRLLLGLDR
CAL PDZ FP-2 – CAL PDZ peptide-binding inhibitors, primary screen, biochemical, fluorescence polarization, Cer-tagged CAL PDZ, HTS. purified CAL PDZ, TMR-peptide fluorescence polarization, 1 h. inhibition, % at 20 µM. hit rate 0.02% among 330,000. AID 504414, 2011;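 active = highest replicate inhibition of at least 40%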;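 note: plate controls were DMSO neutral control wells for no effect and unlabeled competitor peptide control wells for full effect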
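Assay system – tagged CAL PDZ protein CerCALP, purified · Timing – 1 h at RT · Compound – single point, 20 µM · Measured by – fluorescence polarization from S- and P-plane intensities, G-factor corrected · Evaluation – inhibition from polarization loss · Probe or stimulus – TMR reporter peptide T*-PRC34 · Buffer or medium – pH 7.4 phosphate-saline buffer, reducing agent, detergent, IgG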
MITF act – activators of MITF-driven TRPM1 promoter reporter, primary screen, cell-based, SK-MEL-5, luciferase, single point. SK-MEL-5 TRPM1-promoter luciferase, 24 h; % of positive control, neutral wells = 0. activation, % at 12.5 µM. hit rate 0.75% among 300,000. AID 588334, 2011;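 active = mean activation of at least 80% with every replicate also reaching 80%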;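 note: 0% = neutral control wells and 100% = parthenolide positive control wells; values of inactives mirror those of a sister screen read the other way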
Wnt act – Wnt/beta-catenin pathway activators, primary screen, cell-based, plate reader, single point. activation, % at 9.35 µM. Wnt/beta-catenin reporter cell assay, activator. hit rate 1.2% among 300,000; in the data active = activation above about 30%, passing the limit was not always enough;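 note: 0% = neutral control wells and 100% = positive control wells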
Tat export inh – E. coli Tat export inhibitors, primary screen, MC4100, TorA-mCherry reporter, fluorescence, single point; inhibition, % at 10 µM; hit rate 0.036% among 340,000;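 active = mean replicate inhibition at least 50% and at least half of replicates individually reaching 50%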;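 note: exported cargo escapes ClpAP degradation while cytoplasmic cargo is degraded and loses fluorescence; 0% = median of neutral control wells and 100% = median of NaSCN control wells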
Active calls of the source: *; nt = not tested or not shown.

entry	compound	CAL PDZ FP-1	MITF act	CDK5 inh	Tat export inh	Wnt act
1	Cc1nc(NC(=O)C2CC2)sc1C(=O)N(C)C	-4	nt	1.3	0	nt
2	Cc1cccc(C2c3[nH]c4ccccc4c3CCN2Cc2ccc(C)s2)n1 (stereo unspecified)	0	-22	-0.6	-3	0
3	O=C(NCc1ccco1)c1cc([N+](=O)[O-])ccc1N1CCCCC1	1	0	0.4	-4	nt
4	COc1ccc(S(=O)(=O)N(C)C)cc1NC(=O)CSC(C)C(=O)Nc1cc(C)on1 (stereo unspecified)	-3	nt	-1.3	1	-1
5	Cc1nn(-c2ccccc2)c(C)c1C(=O)OCC(N)=O	-5	7	-0.3	-5	-3
6	CCOc1ccc(NC(=S)N(CCc2c(C)[nH]c3ccc(C)cc23)Cc2cccnc2)cc1	nt	nt	-0.4	4	-2
7	CCOc1ccc(NC(=O)Cn2nnc(-c3ccccc3F)n2)cc1	0	1	-0.1	11	nt
8	Nc1ncnc(Nc2ccccc2Cl)n1	-3	nt	-0.9	4	2

entry	Rtt109 HAT inh	dFosB activator	RTF Ca sens act	V-ATPase pHluor	CAL PDZ FP-2
1	-6	3	1	1	-0.2
2	3	-5	1	0	-0.1
3	-6	0	-3	-2	-1.3
4	-2	-15	-1	-4	0.8
5	-4	2	0	3	-2.3
6	-14	-11	-8	-7	-0.8
7	1	-9	11	4	-2.5
8	-7	-3	-4	-5	-1.2

Further records.
entry	compound	CAL PDZ FP-1	MITF act	CDK5 inh	Tat export inh	Wnt act
9	Cc1ccc(S(=O)(=O)NCCCC(=O)N2CCC(C)CC2)cc1	10	nt	0.9	-6	-2
10	Cc1ccc(-n2cc(C(=O)c3ccccc3O)cn2)cc1	-2	23	0.2	1	6
11	COc1cc(NC(=O)c2ccc3c(c2)OCO3)c2ncccc2c1	0	15	1.4	-5	nt
12	O=C(NNC(=O)C1CCCC1)c1ccccc1F	-3	-10	1.7	11	-2
13	CC(=O)Nc1nc(C)c(C(C)C)s1	0	2	-3.2	-3	3
14	CC(NC(C(=O)c1ccccc1)c1ccccc1)c1ccccc1 (stereo unspecified)	-2	-3	-0.3	1	-5
15	COc1cccc(-c2nc(NC(C)(C)C)c3ccccc3n2)c1O	-2	-18	-0.7	0	-11
16	CN(C)CCn1c(=O)n(Cc2ccccc2)c(=O)c2c3c(sc21)CCCCC3	-5	-11	-0.5	8	-1

entry	Rtt109 HAT inh	dFosB activator	RTF Ca sens act	V-ATPase pHluor	CAL PDZ FP-2
9	3	-5	-3	-1	2.5
10	2	-3	-3	3	-0.9
11	19	-6	7	3	-0.2
12	1	3	2	1	-2.4
13	2	-7	-5	2	-2.2
14	nt	0	-7	1	-1.6
15	7	-7	-3	-2	-0.7
16	6	4	-6	-3	-2.7

(more compounds)
entry	compound	CAL PDZ FP-1	MITF act	CDK5 inh	Tat export inh	Wnt act
17	COc1cccc(NS(=O)(=O)c2ccc(OC)c(OC)c2)c1	-3	4	0.6	-10	nt
18	CCCn1c2ccccc2c2nnc(SCc3[nH]c(=O)[nH]c3C(=O)CCCCC(=O)OCC)nc21	3	9	0.9	2	nt
19	O=C(COC(=O)C1CCN(S(=O)(=O)c2ccc(Cl)c(C(F)(F)F)c2)CC1)NCc1ccco1	-8	1	-1.4	0	-3
20	Cc1cccc(NC(=O)c2ccc3c(c2)C(=O)N(c2ccccc2C)C3=O)n1	-1	15	1.8	10	-3
21	Cc1cc(C(=O)N/N=C/c2ccc(N(C)C)cc2)c2ccccc2n1	-4	-25	0.8	-8	-2
22	NC(=O)CSc1nnc(COc2ccccc2)n1CCc1ccccc1	4	-8	-1.0	-6	0
23	On1c(-c2ccccc2Cl)nc2ncccc21	1	6	0.5	-1	0
24	CCN(CC)C(=O)Nc1ccccc1C	-2	-3	-0.6	-5	nt

entry	Rtt109 HAT inh	dFosB activator	RTF Ca sens act	V-ATPase pHluor	CAL PDZ FP-2
17	-18	-7	-4	6	nt
18	-4	13	4	2	-2.6
19	2	1	-1	-5	-2.2
20	4	-12	7	2	-2.5
21	-1	2	9	-3	nt
22	-1	1	-2	4	-1.7
23	-6	-1	-3	1	1.5
24	10	3	-1	1	nt

(further entries)
entry	compound	CAL PDZ FP-1	MITF act	CDK5 inh	Tat export inh	Wnt act
25	COC(CNC(=O)c1ccc2c(c1)ncn2-c1cccc(F)c1)OC	3	2	-0.7	3	10
26	COCCN(C(=S)Nc1c(C)cccc1C)C(C)c1cccnc1 (stereo unspecified)	7	-3	1.9	4	nt
27	COc1ccccc1C(CNC(=O)COc1ccccc1C)N1CCCC1 (stereo unspecified)	3	0	2.9	-3	0
28	Cc1ccc(NC(=O)C2CCN(S(=O)(=O)c3ccc4c(c3)NC(=O)C(C)S4)CC2)c(C)c1 (stereo unspecified)	-1	-6	-0.3	2	-2
29	COc1cc(SC)ccc1C(=O)Nc1ccc2c(c1)OCCO2	-3	19	-1.9	7	20
30	CN(C)c1nc(Oc2ccc(OCCOc3ccccc3)nn2)nc(N(C)C)n1	nt	-2	0.0	-15	-1
31	COC(C[C@@H](O)CC(=O)[C@@H](C)OCc1ccccc1)OC	-1	8	0.7	-12	0
32	COc1ccc(CSCC(=O)N/N=C/c2ccccc2OCc2ccccc2)cc1	-3	4	0.8	6	2

entry	Rtt109 HAT inh	dFosB activator	RTF Ca sens act	V-ATPase pHluor	CAL PDZ FP-2
25	-2	-6	4	-2	-0.5
26	-1	3	4	1	0.2
27	nt	0	-4	1	-1.2
28	11	-1	1	2	-2.2
29	-4	-7	-11	1	-3.5
30	6	-12	4	2	-1.9
31	-7	10	-5	-4	0.4
32	2	-4	3	0	-1.4

Next structures.
entry	compound	CAL PDZ FP-1	MITF act	CDK5 inh	Tat export inh	Wnt act
33	OCC(CO)(CO)NCc1ccc(-c2ccccc2)cc1	-1	6	-1.6	-4	-10
34	CC(=O)Nc1ccc(S(=O)(=O)N2CCN3CCCC3C2)cc1 (stereo unspecified)	5	-7	-3.1	-3	1
35	Cc1ccc(C)c(OCCn2ccnc2)c1	-1	nt	-0.8	-9	nt
36	CSc1ccccc1NC(=O)CN(C)CC(=O)Nc1ccc(Cl)cc1[N+](=O)[O-]	-4	-8	0.1	6	-1
37	N/C(=N\OC(=O)C1CCCCC1)c1cccnc1	8	28	0.4	-16	6
38	Cc1ccc(NC(=O)Cc2nc(COC(=O)C(C)NS(=O)(=O)c3ccc(C)cc3)cs2)cc1 (stereo unspecified)	-2	14	-9.5	21	5
39	CCOC(=O)c1ccc(N2N=C(C)/C(=C/C=C/c3ccco3)C2=O)cc1	0	-4	1.2	-5	nt
40	Cc1ccccc1N=C1Nc2ccccc2N[C@]12C[C@H]1CCC(=O)N3CC[C@@H](C2)[C@@H]13	-2	-17	-0.3	-1	3

entry	Rtt109 HAT inh	dFosB activator	RTF Ca sens act	V-ATPase pHluor	CAL PDZ FP-2
33	4	-2	-4	1	1.0
34	-27	-7	16	2	-3.9
35	2	0	-8	1	1.1
36	4	-10	-2	-3	-1.3
37	4	4	-3	12	0.3
38	-3	-14	0	7	-0.9
39	8	-3	2	7	-0.7
40	-6	-2	9	6	-2.1

Continued:
entry	compound	CAL PDZ FP-1	MITF act	CDK5 inh	Tat export inh	Wnt act
41	Cc1ccc(NC(=O)CN(C)C(=O)Cc2ccc(Cl)c(Cl)c2)cc1	nt	8	-0.6	8	-1
42	Cc1csc(NC(=O)c2cc(-c3ccncc3)nc3ccccc23)n1	-1	-13	-0.4	1	-1
43	Cc1cc(C)c(S(=O)(=O)Nc2nccs2)c(C)c1	nt	4	0.3	0	-1
44	O=C(Nc1ccc(SC(F)(F)F)cc1)c1ccccn1	-3	26	1.2	6	5
45	NS(=O)(=O)c1ccc(CCNC(=O)COC(=O)COc2cccc(C(F)(F)F)c2)cc1	-6	5	0.1	-1	2

entry	Rtt109 HAT inh	dFosB activator	RTF Ca sens act	V-ATPase pHluor	CAL PDZ FP-2
41	-1	-10	-4	7	-4.2
42	18	-3	-3	7	-2.9
43	-12	5	1	3	0.2
44	1	-1	4	0	-0.2
45	-9	-1	-4	4	-0.6

Compounds from the list above that have fluorine (six):
entry	compound	CAL PDZ FP-1	MITF act	CDK5 inh	Tat export inh	Wnt act
7	CCOc1ccc(NC(=O)Cn2nnc(-c3ccccc3F)n2)cc1	0	1	-0.1	11	nt
12	O=C(NNC(=O)C1CCCC1)c1ccccc1F	-3	-10	1.7	11	-2
19	O=C(COC(=O)C1CCN(S(=O)(=O)c2ccc(Cl)c(C(F)(F)F)c2)CC1)NCc1ccco1	-8	1	-1.4	0	-3
25	COC(CNC(=O)c1ccc2c(c1)ncn2-c1cccc(F)c1)OC	3	2	-0.7	3	10
44	O=C(Nc1ccc(SC(F)(F)F)cc1)c1ccccn1	-3	26	1.2	6	5
45	NS(=O)(=O)c1ccc(CCNC(=O)COC(=O)COc2cccc(C(F)(F)F)c2)cc1	-6	5	0.1	-1	2

entry	Rtt109 HAT inh	dFosB activator	RTF Ca sens act	V-ATPase pHluor	CAL PDZ FP-2
7	1	-9	11	4	-2.5
12	1	3	2	1	-2.4
19	2	1	-1	-5	-2.2
25	-2	-6	4	-2	-0.5
44	1	-1	4	0	-0.2
45	-9	-1	-4	4	-0.6

From PubChem BioAssay

Outcome played no part in choosing rows (roughly 4.1% active in at least one column).
